From PubChem BioAssay
Smad3 inh = Smad3/FoxH1 peptide binding inhibitors, primary screen, biochemical, TR-FRET; Mothers against decapentaplegic homolog 3 (Homo sapiens), P84022; TR-FRET Smad3/Dy647-FoxH1 peptide binding, europium anti-His; inhibition, % at 25 µM; 88,000 tested, 0.29% active; AID 630, 2007;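 active means compounds that reduce the energy-transfer binding signal between the protein and its labelled peptide by more than half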;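 further: 0% = Smad3 plus labelled peptide maximal FRET and 100% = peptide-only background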
CD11b adhes inh = inhibitors of CD11b/CD18 adhesion to fibrinogen, primary screen, K562 cells, luminescence. inhibition, % at 10 µM. ATPlite luminescence; Mn2+ added to activate the integrin. Integrin beta-2 (Homo sapiens) + Integrin alpha-M (Homo sapiens), P05107+P11215. 93,000 tested, 0.54% active;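 active means primary inhibition of 50% or more at 10 µM, then 40% or more on retest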; further: some results filed as inactive read as strong as hits
sEH act = soluble epoxide hydrolase activators, primary screen, biochemical, human sEH | purified human sEH enzymatic activity, activator screen | activation, % at 2 µM | 91,000 tested, 0.04% active | AID 717, 2007; in the data active means activation above about 37%; further: values of inactives mirror those of a sister screen read the other way
Target sequence (P34913 whole entry, looked up): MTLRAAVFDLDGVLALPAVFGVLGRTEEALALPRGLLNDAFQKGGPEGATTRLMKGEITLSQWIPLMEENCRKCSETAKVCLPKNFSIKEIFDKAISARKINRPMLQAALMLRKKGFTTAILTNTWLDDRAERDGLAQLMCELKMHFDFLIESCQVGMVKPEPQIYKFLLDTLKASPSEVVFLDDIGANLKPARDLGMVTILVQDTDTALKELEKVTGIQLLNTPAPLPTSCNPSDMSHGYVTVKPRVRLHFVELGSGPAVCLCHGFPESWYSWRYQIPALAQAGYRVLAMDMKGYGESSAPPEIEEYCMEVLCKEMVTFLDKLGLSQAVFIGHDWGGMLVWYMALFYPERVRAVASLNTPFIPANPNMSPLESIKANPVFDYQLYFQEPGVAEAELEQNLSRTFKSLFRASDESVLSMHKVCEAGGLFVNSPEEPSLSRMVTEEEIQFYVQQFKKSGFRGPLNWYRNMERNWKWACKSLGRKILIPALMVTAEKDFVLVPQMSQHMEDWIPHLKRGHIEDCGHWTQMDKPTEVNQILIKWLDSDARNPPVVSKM
Mac1 fbg enh = enhancers of CD11b/CD18 adhesion to fibrinogen, primary screen, K562 cells, luminescence; Integrin beta-2 (Homo sapiens) + Integrin alpha-M (Homo sapiens), P05107+P11215; AID 1499, 2009; 93,000 tested, 0.07% active; ATPlite luminescence; activation, % at 10 µM;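 active means 10 µM primary screen giving 50% or more activity, confirmed by 40% or more on retest at that dose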; further: strong numbers were not always called active; reference of the scale not given here
MT1-MMP txn act = MT1-MMP promoter reporter activation – cell-based, luciferase luminescence, primary screen; HT1080 MT1-MMP promoter luciferase reporter, overnight; active compounds read high; 86,000 tested, 0.16% active; activation factor at 10 µM;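 active means activation factor of at least 2 for MT1-MMP transcription at 10 µM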
ERb coact inh = inhibitors of ERβ-SRC1 coactivator interaction, primary screen, biochemical, TR-FRET, ERβ LBD, SRC-1 peptide; TR-FRET ER-beta LBD / SRC1-Cy5 peptide binding; receptor agonist-loaded with 1 µM estradiol; inhibition, % at 25.6 µM; 86,000 tested, 1.3% active; AID 633, 2007;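 active means compounds whose percent inhibition of the receptor-coactivator binding signal exceeds about 50% in the single-dose screen, limit read from the data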;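 further: 0% = receptor plus peptide wells without compound and 100% = peptide-only wells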
Target sequence (Q92731 whole entry, looked up, the tested form may be a part): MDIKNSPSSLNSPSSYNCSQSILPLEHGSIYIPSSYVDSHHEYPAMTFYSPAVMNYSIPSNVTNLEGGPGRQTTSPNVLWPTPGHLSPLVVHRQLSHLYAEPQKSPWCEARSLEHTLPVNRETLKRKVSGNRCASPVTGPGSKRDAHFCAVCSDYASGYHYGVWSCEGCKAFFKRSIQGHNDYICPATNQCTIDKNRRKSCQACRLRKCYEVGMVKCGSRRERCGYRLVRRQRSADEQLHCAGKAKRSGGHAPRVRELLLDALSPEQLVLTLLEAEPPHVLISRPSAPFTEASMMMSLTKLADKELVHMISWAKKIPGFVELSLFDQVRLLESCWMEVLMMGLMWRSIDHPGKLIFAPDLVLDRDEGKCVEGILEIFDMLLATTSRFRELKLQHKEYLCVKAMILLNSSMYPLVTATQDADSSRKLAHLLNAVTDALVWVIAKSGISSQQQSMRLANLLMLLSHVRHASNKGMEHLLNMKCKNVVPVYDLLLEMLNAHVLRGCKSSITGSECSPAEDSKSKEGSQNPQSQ
ERa coact pot = enhancers of ERα–SRC-1 coactivator binding, primary screen, biochemical, TR-FRET, ERα LBD, low estradiol; Estrogen receptor (Homo sapiens), P03372; TR-FRET ERalpha-LBD/SRC-Cy5 coactivator binding, 2 h; 100 = basal binding, no effect; coactivator binding (% of control), % at 25.6 µM; 86,000 tested, 1.3% active; in the data active means activity above about 200%;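 further: binding measured in presence of low estradiol as agonist stimulus; 0% = peptide alone without receptor and 100% = receptor with peptide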
Candida biofilm = clotrimazole potentiators killing Candida biofilms, primary screen, with clotrimazole, Alamar Blue; inhibition, % at 6 µM; 85,000 tested, 0.14% active; C. albicans biofilm + clotrimazole; AID 834, 2007;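 active means inhibition above 20%; inactive means inhibition below 20%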;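 further: preformed 24 hr biofilms exposed to compound for 48 hr; 0% = biofilm without compound and 100% = blank killed by clotrimazole plus chlorhexidine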
sEH inh = soluble epoxide hydrolase inhibitors, primary screen, biochemical, human sEH; Bifunctional epoxide hydrolase 2 (Homo sapiens), P34913; recombinant human sEH enzymatic activity assay; inhibition, % at 2 µM; 91,000 tested, 0.34% active; in the data active means inhibition above about 80%; further: values of inactives mirror those of a sister screen read the other way; many of its hits are not listed in these tables
Starred values were filed as active, the others as inactive; . = no result given; [ ] = remark or other dose. This is a subset; rates above refer to the full screens.

Structure	Smad3 inh	CD11b adhes inh	sEH act	Mac1 fbg enh	MT1-MMP txn act	ERb coact inh	ERa coact pot	Candida biofilm	sEH inh
CCCCN1C(=O)C(O)(CC(=O)c2ccco2)c2cc(Br)ccc21 (stereo unspecified)	-3	1	.	-6	1	2	97	11	.
Cc1cc(C)nc(Nc2n[nH]c(-c3ccccc3Br)n2)n1	3	1	4	-2	1.4	-7	110	-3	-1
COC(=O)c1ccc(C2/C(=C(\O)c3ccc(OC)c(C)c3)C(=O)C(=O)N2c2cc(C)on2)cc1 (stereo unspecified)	-9[fluorescence artefact?]	7	.	-4	1.1	-7	105[fluorescence artefact?]	4	.
CS(=O)(=O)N(CC(=O)NC1CCCCC1)c1cccc(Cl)c1	-6	23	2	-2	1.1	-2	124	7	1
CCCC1=C(C(=O)OCC)C(c2cc(Cl)cc(OC)c2OCC(=O)OCC)NC(=O)N1 (stereo unspecified)	6	1	-6	3	1	-6	106	5	2
COCCNC(=O)c1cc(-c2cccc(OC)c2)on1	.	2	2	-6	1.3	.	.	.	-2
CCn1nccc1C(=O)Nc1cc(Cl)ccc1Cl	2	4	5	4	1	-7	132	8	0
CCC1=Nc2ccccc2-c2nnc(SC)nc2O1	-9	-19	2	2	1.1	14[fluorescence artefact?]	97[fluorescence artefact?]	12	-2
CCOC(=O)CSc1nnc([C@@H](NC(=O)OC(C)(C)C)C(C)C)o1	2	-4	7	-3	1.1	-1	104	.	-7
Cc1cc(C)cc(OCCCCCNCCO)c1	2	.	-8	.	.	-9	113	4	8
CCCc1nc2oc(C(=O)OCC)c(N)c2c2c1COC(C)(C)C2	-9	1	.	-2	1.2	-20	98	5	.
c1ccc(-c2nnc3sc(Cc4cccs4)nn23)cc1	9	.	-7	.	1.4	57*	46[fluorescence artefact?]	6	10
O=C(CCCSc1nc2ccccc2[nH]1)N1CCN(c2ccccc2)CC1	3	10	1	0	1.1	1	124	3	0
O=C(Nc1ccccc1-c1nnc(SCc2ccccc2Cl)o1)c1ccccc1	.	-10	11	0	.	.	.	.	-10
CC1(C)CC(=O)c2sc(NC(=O)CN3CCOCC3)nc2C1	-9	-8	4	6	1	16	89[fluorescence artefact?]	4	1
Cc1ccc(CCNS(=O)(=O)c2ccc(C)cc2)cc1	-2	-5	2	2	1	-2	87	12	-1
N#CCCn1c(Cl)nc2ccccc21	11[fluorescence artefact?]	-1	6	1	1.1	-11[fluorescence artefact?]	125	.	-7
Cc1cc(=O)n2cc(-c3ccccc3)nc2[nH]1	.	-8	2	-3	.	.	.	.	0
CCCCc1nnc(NC(=O)CSc2nc(=O)cc(N)n2-c2ccccc2)s1	8	-21	-1	3	1.1	-2	94	9	-1
Cc1ccc(N2CC(C(=O)Nc3ccc4c(c3)OCCO4)CC2=O)cc1 (stereo unspecified)	5[fluorescence artefact?]	-7	-7	-2	1.6	2	101	3	5
Cn1c(-c2ccccc2Br)n[nH]c1=S	4	.	0	.	1.1	0	62	2	5
Cc1cc2n(n1)C(c1sccc1C)Nc1c(C)cccc1-2 (stereo unspecified)	-11	2	-10	0	1.1	-7	107	7	12
COC(=O)c1sccc1NC(=O)CCC1CCCC1	-9	1	-5	-2	.	33[fluorescence artefact?]	83	0	6
CCC1(CC)Cc2ccccc2C(=C(C#N)C#N)N1	.	-12	6	-5	.	.	.	.	-4
NC(=O)Cc1c[nH]c2cccc(O)c12	-13	8	.	-1	1.1	93*[fluorescence artefact?]	54[fluorescence artefact?]	-5	.

Rewritten with two lines to a compound: part of the list above
The line under a structure holds: Smad3 inh | CD11b adhes inh | sEH act | Mac1 fbg enh | MT1-MMP txn act | ERb coact inh | ERa coact pot | Candida biofilm | sEH inh
- Cc1ccc(N2CC(C(=O)Nc3ccc4c(c3)OCCO4)CC2=O)cc1 (stereo unspecified)
→ 5[fluorescence artefact?] | -7 | -7 | -2 | 1.6 | 2 | 101 | 3 | 5
- Cn1c(-c2ccccc2Br)n[nH]c1=S
→ 4 | . | 0 | . | 1.1 | 0 | 62 | 2 | 5
- Cc1cc2n(n1)C(c1sccc1C)Nc1c(C)cccc1-2 (stereo unspecified)
→ -11 | 2 | -10 | 0 | 1.1 | -7 | 107 | 7 | 12

(list continues)
Structure	Smad3 inh	CD11b adhes inh	sEH act	Mac1 fbg enh	MT1-MMP txn act	ERb coact inh	ERa coact pot	Candida biofilm	sEH inh
CCc1nnc(NC(=O)CCN2C(=O)c3ccccc3S2(=O)=O)s1	-6	-2	8	2	1.1	-8	109	2	-8
COc1ccc(OC)c(N(CC(=O)NCCSc2ccccc2)S(C)(=O)=O)c1	9	-3	.	-5	1.1	-7[fluorescence artefact?]	105[fluorescence artefact?]	11	.
Oc1ccc2ccccc2c1/C=N/n1cnnc1	9	.	.	.	1.1	7	123	7	.
O=C(CCl)Nc1cc(-c2ccccc2)nn1-c1ccccc1	16	8	26	1	0.3	-1	99	7	-27
Cn1cnnc1Sc1nc2ccccc2nc1NS(=O)(=O)c1ccccc1	6	-26	.	1	0.9	5	95	5	.
CC(C)(C)NC(=O)C(=O)N/N=C/c1ccc(Br)cc1	.	7	4	-9	.	.	.	.	-3
CCN(CC)CC(=O)NC12CC3CC(CC(C3)C1)C2	3	-33	8	-3	1	1	115	-2	-12
OCCSc1nnc(Nc2ccccc2)s1	-4	-29	.	-3	1.3	2	109	6	.
CCc1ccc(S(=O)(=O)NC(CC(=O)O)c2ccccc2)cc1 (stereo unspecified)	.	46	-2	2	0.9	.	.	.	6
N#Cc1nc(-c2ccccc2)oc1N1CCCCC1	11	-6	.	-2	1	-5	98	2	.
Cc1cc(C)c2nc3s/c(=C/c4ccccc4)c(=O)n3c2c1	.	57*	5	-5	.	.	.	.	-4
CC1(C)CC(=O)C2=C(C1)N(CCN1CCOCC1)C1=C(C(=O)CC(C)(C)C1)C2c1ccc(Cl)cc1	10	.	.	.	0.9	-8	109	8	.
Cc1ccc(C2c3c(oc4cc(C)c(C)cc4c3=O)C(=O)N2CCCN2CCOCC2)cc1 (stereo unspecified)	7	0	.	0	1	-3	94	9	.
COc1ccc(OC)c(NC(=O)Nc2cccc3ccccc23)c1	11	1	-5	-10	1.1	4[fluorescence artefact?]	113	1	5
NCCCCCc1nnc(SCc2ccc(Cl)c(Cl)c2)o1	12	.	-6	.	1.1	-7	76	9	6
O=S(=O)(c1cc(Cl)ccc1Br)N1CCCCC1	-18[fluorescence artefact?]	-6	11	-1	1.2	5	87	-3	-8
CC(C(=O)Nc1ccc2nccnc2c1)N1C(=O)C2C3C=CC(C3)C2C1=O (stereo unspecified)	-23	-10	-17	5	.	19[fluorescence artefact?]	99[fluorescence artefact?]	5	18
Cc1cccc(NCc2nc3ccccc3n2C)c1	-3	16	14	-2	1.6	2[fluorescence artefact?]	96	2	-19
Cc1c(C#N)c(SCC(N)=O)nc2c1CCCC2	6	-3	-2	2	1	-2	116[fluorescence artefact?]	3	1
Cc1cc2cc(CNC(=O)c3ccco3)ccc2n1C	5	.	.	.	.	23	96[fluorescence artefact?]	6	.
O=C(CSc1nc2ccccc2c(=O)n1NC(=O)Cc1ccccc1)NCCc1ccccc1	0	.	10	.	1.1	2[fluorescence artefact?]	126[fluorescence artefact?]	10	-9
O=Cc1cn(CC(=O)N2CCOCC2)c2ccccc12	6	.	4	.	1	-18	109	1	-1
CCN1CCc2c(sc(NC(=O)c3ccc(S(=O)(=O)N4CCOCC4)cc3)c2C(=O)OC)C1	0[fluorescence artefact?]	.	-3	.	1.1	0	97[fluorescence artefact?]	3	5
CC(=O)c1ccc(OC(=O)C2CC(=O)N(c3cccc(C)c3)C2)cc1 (stereo unspecified)	-10	-42	5	7	1	5	55	-3	-4
Cc1cc(C(=O)OCC(=O)Nc2nc(-c3ccccc3)cs2)c(C)o1	2	-9	.	-1	1.1	-16	109	.	.
O=S(=O)(c1cccc2ccccc12)N1CCSC1	0	-7	.	2	1.1	0	122	7	.
COc1ccc(-n2ncc3c(NCc4ccc5c(c4)OCO5)ncnc32)cc1	-7	-3	.	-3	1.1	30[fluorescence artefact?]	144[fluorescence artefact?]	2	.
CCOCC(=O)Nc1nc2ccc(S(C)(=O)=O)cc2s1	1	-2	-10	0	1.1	-3	98[fluorescence artefact?]	8	9
O=C(CCSc1ccc(Cl)cc1)c1cccs1	.	-34	-4	4	.	.	.	.	2
Cc1nc2ccccc2c2oc(C(=O)NCCN3CCN(C)CC3)cc12	0	-7	9	2	1.1	-5	122	8	-10
CC(C(=O)N1CCN(c2ccccc2)CC1)N1C(=O)C2CC=CCC2C1=O (stereo unspecified)	1	-13	6	1	1	-7	125	0	-4
O=C(Nc1nc2ccccc2n1CCN1CCCC1)c1ccc(Cl)cc1	1	3	.	-1	1.5	-1	109	6	.
COc1ccc(CNC(=O)C(c2ccco2)N(C(=O)c2csnn2)c2cccc(C)c2C)cc1 (stereo unspecified)	4	.	-1	.	1.3	-8	109	1	6
Cc1ccc(S(=O)(=O)N2CCCC2C(=O)O)s1 (stereo unspecified)	.	-7	1	1	.	.	.	.	0
O=C(c1ccco1)N(c1ccccn1)c1ccccn1	-1	-7	-8	2	1.1	-3	143	4	9
COc1ccc(Cn2nnnc2C(c2cc3cc(C)ccc3[nH]c2=O)N2CCOCC2)cc1 (stereo unspecified)	-1	-2	-4	-3	1.2	4	106	1	3
O=CN(CCN(C=O)CN1CCCCC1)CN1CCCCC1	0	-10	.	-3	1.1	-7	138	-7	.
Cc1[nH]nc2c1C(C1CC=CCC1)C(C#N)=C(N)O2 (stereo unspecified)	1	24	-22	-1	0	-13	85	.	24
Cn1c(=O)c2c(ncn2CC(=O)N2CCN(c3ccccc3)CC2)n(C)c1=O	6	-4	.	-4	0.9	-3[fluorescence artefact?]	117	5	.
CCc1ccccc1NS(=O)(=O)c1ccc2[nH]cc(C(=O)NCC3CCCO3)c(=O)c2c1 (stereo unspecified)	5	.	.	.	1.2	31	22[fluorescence artefact?]	3	.
CC1CCN(C(=O)CC2C(=O)Nc3c2c(=O)n(C)c(=O)n3Cc2ccccc2)CC1 (stereo unspecified)	-1	10	6	-4	1	-5	96	6	-5
COc1cc(NS(=O)(=O)c2ccc(OC)c(C)c2C)c(OC)cc1Cl	10	56	2	1	0.5	-1	99	11	-3
CCOc1ccc(NC(=O)COC(=O)CCCc2c[nH]c3ccccc23)cc1	-8	.	.	.	1.1	-14[fluorescence artefact?]	104	11	.
c1ccc(-c2ccc(-c3nc(-c4ccncc4)no3)cc2)cc1	8	40	.	2	.	8	148	8	.
COc1ccc(-n2c(Cc3cccn3C)nnc2SCC(=O)Nc2nc(C)cs2)cc1	7	-10	.	-2	1	8	116	13	.
COC(=O)c1cc(NC(=O)Cc2coc3cc(OC)ccc23)cc(C(=O)OC)c1	1	0	1	2	1.1	0	128	6	0
CCN(C(=O)c1cccs1)c1nnc(-c2ccncc2)s1	1	0	-11	-2	1.3	3	116	7	10
CCn1c(SCCOc2ccc(OC)cc2)nnc1C(CO)NC(=O)c1ccc(OC)cc1 (stereo unspecified)	9	0	24	5	1	-16[fluorescence artefact?]	110	9	-24
